Source: PubChem
IP6K1 inhibitor = inhibitors of human IP6K1. IP6K1 kinase, ADP-Glo luminescence, 2 h; active compounds read low. Q92551. activity change, % (series mostly up to about 58 µM). AID 1645851. hit rate 0.81% among 140,000; in the data active = activity change below about -25%
Target sequence (Q92551 whole entry, looked up): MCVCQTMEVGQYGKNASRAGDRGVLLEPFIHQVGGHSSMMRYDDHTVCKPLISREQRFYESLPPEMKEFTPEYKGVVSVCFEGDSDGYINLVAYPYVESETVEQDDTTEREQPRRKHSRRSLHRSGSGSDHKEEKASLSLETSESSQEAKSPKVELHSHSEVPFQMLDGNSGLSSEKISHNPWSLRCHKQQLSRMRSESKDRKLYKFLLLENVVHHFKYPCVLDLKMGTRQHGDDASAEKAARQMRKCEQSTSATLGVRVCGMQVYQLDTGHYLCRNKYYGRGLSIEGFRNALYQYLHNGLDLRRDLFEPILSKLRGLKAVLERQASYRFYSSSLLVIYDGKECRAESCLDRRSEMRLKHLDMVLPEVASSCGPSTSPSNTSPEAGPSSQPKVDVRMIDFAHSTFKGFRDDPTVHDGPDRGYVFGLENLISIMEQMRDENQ
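ADP-Glo luminescence measures ADP made by human IP6K1 during a 2 h RT reaction with ATP/IP6 (mix at 1.3 mM/130 uM); top library doses 57.5 and 19.1 uM final.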
3T3 cytotox = NIH 3T3 cell cytotoxicity; Potency, µM (top dose mostly 96.7 µM), for inactives: at the highest dose activity change, negative = cytotoxicity, actives largely listed as inhibitors; AID 1345082; hit rate 4.3% among 94,000; NIH 3T3 viability, CellTiter-Glo ATP luminescence, 48-72 h; also: potency is read from the fitted curve at half-maximal effect; nearly all actives have a fitted effect of over 55% in size
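ATP-dependent luminescence (CellTiter-Glo) served as the viability signal for NIH 3T3 cells treated with compound for 48 or 72 hr at 37 °C.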
GPT2 inhibitor = blocks human glutamate pyruvate transaminase 2; Potency, µM (highest dose often 57.7 µM), for inactives: at the highest dose activity change, negative = inhibition, hits mostly inhibitors; Recombinant GPT2, coupled pyruvate oxidase/HRP Amplex Red fluorescence; hit rate 0.25% among 100,000; also: potency is read from the fitted curve at half-maximal effect; nearly all actives have a fitted effect of over 60% in size; many of its hits are not listed in these tables
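Recombinant GPT2 (10ng/uL) with 250uM a-KG and 2mM L-alanine, 30 min at room temperature, in HEPES pH 7.5 buffer. Pyruvate detected by pyruvate oxidase/HRP/Amplex Red fluorescence after 30 min in the dark; AOA (50uM) as positive control.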
SNCA expr inhib = inhibitors of alpha-synuclein (SNCA) gene expression; HEK-293 SNCA-luciferase knock-in, luminescence, 24 h; Potency, µM (titrated, usually from 57.2 µM), for inactives: top-dose activity change, negative = inhibition, hits mostly inhibitors; hit rate 0.17% among 140,000;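 also: potency is read from the fitted curve at half-maximal effect; plate controls were DMSO cells for no effect and cell-free wells for full effect; nearly all actives have a fitted effect of over 45% in size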
FLuc inh = inhibitors of firefly (Photinus pyralis) luciferase. P08659. purified P. pyralis luciferase, luminescence, biochemical. Potency, µM (highest dose often 115 µM), without a hit: at the highest dose activity change, negative = inhibition, hits mostly inhibitors. hit rate 2.5% among 76,000. AID 1347043; also: potency is read from the fitted curve at half-maximal effect; nearly all actives have a fitted effect of over 65% in size
Target sequence (P08659 whole entry, looked up): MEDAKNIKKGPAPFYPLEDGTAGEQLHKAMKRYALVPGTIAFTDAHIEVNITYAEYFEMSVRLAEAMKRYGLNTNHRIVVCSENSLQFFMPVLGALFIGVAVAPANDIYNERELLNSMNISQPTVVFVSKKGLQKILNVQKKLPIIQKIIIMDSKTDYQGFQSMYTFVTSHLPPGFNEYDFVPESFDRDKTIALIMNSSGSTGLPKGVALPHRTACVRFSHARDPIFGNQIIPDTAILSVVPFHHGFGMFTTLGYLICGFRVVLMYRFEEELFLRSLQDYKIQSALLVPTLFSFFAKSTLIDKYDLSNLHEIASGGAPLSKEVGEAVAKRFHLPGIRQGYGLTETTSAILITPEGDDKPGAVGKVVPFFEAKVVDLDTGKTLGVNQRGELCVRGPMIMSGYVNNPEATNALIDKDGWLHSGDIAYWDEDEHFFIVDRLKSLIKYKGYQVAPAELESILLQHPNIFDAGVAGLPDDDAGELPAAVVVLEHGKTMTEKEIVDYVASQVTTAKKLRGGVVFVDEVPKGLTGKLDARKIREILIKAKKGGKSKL
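Biochemical qHTS: compound (6-point titration) added to 10uM D-luciferin plus 10uM ATP in Tris acetate pH 7.5 buffer with Mg, Tween-20 and BSA, then purified enzyme at 10nM; light output imaged.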
HEK293 tox = HEK 293 cell cytotoxicity; HEK 293 viability, ATP luminescence (CellTiter-Glo), 48-72 h; Potency, µM (series often up to 115 µM), inactives show at the top dose activity change, negative = cytotoxicity, usual class: inhibitors; hit rate 6.6% among 94,000; also: potency is read from the fitted curve at half-maximal effect; nearly all actives have a fitted effect of over 60% in size
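Viability of HEK 293 cells, plated at 250 cells/well, was judged by cellular ATP after compound treatment for 48 or 72 hr. Luminescence was imaged 10 min after CellTiter-Glo addition at room temperature.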
SNCA viab count = reduces viability of HEK-293 SNCA reporter cells; AID 1671193; HEK-293-SNCA-luc viability, GF-AFC fluorescence, 24 h; Potency, µM (titrated, usually from 57.1 µM), for the others: top-dose activity change, negative = cytotoxicity, actives largely listed as cytotoxic; hit rate 0.12% among 150,000;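 also: potency is read from the fitted curve at half-maximal effect; 0% = DMSO-treated cells and -100% = medium-only wells without cells; nearly all actives have a fitted effect of over 30% in size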
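HEK-293-SNCA-luc cells (1500/well) plated 24 h, then exposed 24 h to a dilution series; GF-AFC added 30 min at 37C, fluorescence 405/540 nm; normalised to medium-only and DMSO wells, Hill fit.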
An asterisk follows results filed as active; i = inactive; u = inconclusive; x = not tested or not shown; [ ] = another dose, or the depositor's remark. Unless noted, calls follow the shape of the dose curve; as a rule, active = well fitted curve in the direction sought with a large enough effect; inconclusive = small, poorly fitted or top-dose-only effect, or another doubt; inactive = no such curve, though single readings can be large; an effect the other way counts as inactive or inconclusive. Unless noted, % is scaled to controls: 0 for no effect and ±100 for the full control effect. A portion of the library. The share of hits here may be higher or lower than overall.

1) Cc1cccc(Nc2c(-c3ccsc3)nc3nc(C)cc(C)n23)c1
2) Cc1ccc(NC(=O)CCCn2c3ccccc3c(=O)c3cc(C)ccc32)c(Br)c1
3) Cc1cn2nc(C(=O)NCc3cccc(C(F)(F)F)c3)cc2c(N2CCSCC2)n1
4) CCOc1ccc2c(n1)CCN(C(=O)Cc1c[nH]c3ccccc13)C2
5) CC(C)C(=O)N1[C@@H]2CC[C@H]1CC(NC(=O)c1ccncc1)C2 (some centres undefined)
6) O=C(NCc1ccc(Cl)cc1)c1ccc2c(Cl)c3c(nc2c1)CCCC3
7) COc1ccc(Nc2nc3ccccc3nc2NS(=O)(=O)c2ccc(C)cc2)c(OC)c1
8) Cc1cc(C(=O)N2CCC[C@H](n3c(=O)n(CC4CC4)c4cccnc43)C2)n(C)n1
9) COC(=O)CNC(=O)c1cc(-c2ccccc2C(F)(F)F)nc2c1cnn2C
10) COc1ccccc1N1CCN(C(=O)CC[C@H]2NC(=O)c3ccccc3NC2=O)CC1

assay / compound,1,2,3,4,5,6,7,8,9,10
IP6K1 inhibitor,26,-3,6,-26*,21,2,22,-4,-6,16
3T3 cytotox,x,x,u,-29%,1%,x,x,u,-16%,i
GPT2 inhibitor,x,x,-13%,i,i,x,x,i,x,i
SNCA expr inhib,-12%,33%[activator],3%,1%,1%,-8%,1%,5%,x,0%
FLuc inh,x,x,6%,-23%,-1%,x,x,-11%,x,6%
HEK293 tox,x,x,u,u,i,x,x,u,i,1%
SNCA viab count,-9%,u,1%,6%[12.5 µM],8%,0%,7%,-5%,x,-1%

Looked up above:
Under FLuc inh, Cc1cn2nc(C(=O)NCc3cccc(C(F)(F)F)c3)cc2c(N2CCSCC2)n1 is listed with 6%
Under 3T3 cytotox, COC(=O)CNC(=O)c1cc(-c2ccccc2C(F)(F)F)nc2c1cnn2C is listed with -16%

The list goes on:
11) COc1ccccc1CNC(=O)c1cc(-c2ccccc2F)nc2c1cnn2C
12) CCc1nn(CC(=O)Nc2ccc(C)c(F)c2)c(=O)c2cc3cc(C)ccc3n12
13) O=C1OC2(CN1CC1CCOCC1)CN(C(=O)c1ccc(Oc3ccccc3)cc1)C2
14) CCOC(=O)N1CCC(NC(=O)c2cnn(-c3ccc(C)cc3C)c2C2CCN(C(=O)OC(C)(C)C)CC2)CC1
15) CC1(C)CC[C@]2(C(=O)O)CC[C@]3(C)C(=CCC4[C@@]5(C)C[C@H](O)[C@H](O[C@@H]6OC[C@H](O)[C@H](O)[C@H]6O)[C@@](C)(CO)C5CC[C@]43C)[C@@H]2C1 (some centres undefined)
16) Cn1cccc1CN1CC2(C1)C(=O)Nc1ccccc12
17) O=C(NCCN1CCCCC1)c1ccc(-c2ccc(N3CCCCC3)nc2)cc1
18) Cc1noc(C)c1[S+](=O)([O-])N1CCC2(CC1)C(=NC1CCCC1)NC(=O)N2c1cc(F)cc(F)c1
19) O=C(NC1CCCCC1)c1ccc2nc(-c3ccnc(Cl)c3)oc2c1
20) Cn1cc(C(=O)NCC(=O)N2CCCCCNC(=O)CC2c2ccccc2)cn1 (centres undefined)

assay / compound,11,12,13,14,15,16,17,18,19,20
IP6K1 inhibitor,10,-17,-8,37,6,-15,-15,0,14,14
3T3 cytotox,25µM*,x,u,x,x,u,20µM*,-9%,-10%,-14%
GPT2 inhibitor,x,x,0%[88.5 µM],x,i,3%[88.5 µM],i,2%,-29%,1%
SNCA expr inhib,x,152%[activator],2%[87.6 µM],u,x,-20%[87.6 µM],41%[activator],-4%,19%,-5%
FLuc inh,x,x,-8%[172 µM],x,x,x,u,2%,x,-1%
HEK293 tox,u,x,u,x,x,u,u,-29%,-18%,0%
SNCA viab count,x,5%,-9%[87.6 µM],-2%,-20%[23.9 µM],-6%[87.6 µM],u,6%,21%,7%

21) COc1ccc(CN2C=C(C(=O)OCc3nc(Cc4cccc(C)c4)no3)C(C)=NS2(=O)=O)cc1
22) O=C1CCC2(CCCO2)CCN1Cc1ccc(F)cc1 (centres undefined)
23) COC(=O)[C@H](Cc1ccc(OC)cc1)NC(=O)[C@H]1CN(C(=O)c2cccnc2)CCN1C(=O)NC(C)C
24) COc1ccc(NC(=O)[C@@H]2C[C@H](c3ccc(F)cc3)N(Cc3csc(C)n3)C2)cc1OC
25) O=C(Nc1ccc(F)cc1)c1ccc(Cn2ccn3nc4c(c3c2=O)CCCC4)cc1
26) COc1cccc(CNC(=O)c2nc3sccn3c2-c2cccc(OC)c2)c1
27) Cc1noc(C)c1-c1cc2cc(C(C)C)oc2c(NC2CCOCC2)n1
28) CN1CCN(C(=O)C[C@@H]2CCNC[C@@H]2Cc2cc(-c3ccc(C(C)(C)C)cc3)on2)CC1
29) COCCCNC(=O)C1c2ccccc2CC(=O)N1Cc1ccccc1 (centres undefined)
30) CCC(C)Oc1ccc(CNC(=O)c2cn(CCN)nn2)cc1 (centres undefined)

assay / compound,21,22,23,24,25,26,27,28,29,30
IP6K1 inhibitor,0,8,-14,-4,0,8,0,5,4,3
3T3 cytotox,-33%,-18%,i,u,-22%,u,u,79µM*,i,u
GPT2 inhibitor,-14%,u,u,4%,-9%,1%,-1%[88.5 µM],-11%,u,4%
SNCA expr inhib,6%,3%,-4%,5%,-2%,19%,2%[87.6 µM],13%,-1%,-29%
FLuc inh,-9%,0%,8%,4%,-12%,x,1%[172 µM],-2%,-4%,-1%
HEK293 tox,-19%,-12%,-10%,u,-16%,u,100µM*,u,5%,32µM*
SNCA viab count,3%,-1%,2%,-12%,9%,-7%,-3%[87.6 µM],6%,-4%,-26%

31) CN(Cc1ccc(F)cc1)S(C)(=O)=O
32) COC(=O)C(CCSC)Nc1ncnc2onc(-c3ccc(F)cc3)c12 (centres undefined)
33) CC1=C[C@@H](CN)[C@H](C(C)C)C[C@H]1Cc1nc2ccccc2[nH]1
34) O=C(O)[C@H]1C[C@H](C(=O)NCc2ccccn2)CN(C(=O)CC2CCCC2)C1
35) Cc1nn(-c2ccccc2)c2c1C(C)N(C1CN(C(=O)Nc3ccccc3)C1)C2=O (centres undefined)
36) OC[C@H]1O[C@@H](O[C@H]2[C@H](OCc3ccccc3)O[C@H](CO[C@@H]3OC[C@@H](O)[C@H](O)[C@H]3O)[C@@H](O)[C@@H]2O)[C@H](O)[C@@H](O)[C@@H]1O
37) CC(C)c1ccc(C(=O)N(C)CC2CCOC2)cc1 (centres undefined)
38) COC[C@H]1NC(=O)CC[C@H]1C(=O)N1CCCCCC1
39) O=C(NCc1ccc(F)c(F)c1)c1ccc2nnc(CC3CC3)n2c1
40) O=C(CN1C(=O)NC2(CCOCC2)C1=O)NCCc1ccc(Cl)cc1

assay / compound,31,32,33,34,35,36,37,38,39,40
IP6K1 inhibitor,-10,-9,-4,-12,7,0,15,2,-5,-2
3T3 cytotox,-10%[174 µM],x,u,-5%,u,x,-8%,-6%,u,-24%
GPT2 inhibitor,-8%[88.5 µM],x,0%[88.5 µM],-10%,x,i,i,i,i,i
SNCA expr inhib,2%[87.6 µM],u,u,-9%,x,x,68%[activator],18%,-4%,10%
FLuc inh,-1%[230 µM],x,8%[172 µM],3%,x,x,-16%,-5%,x,-12%
HEK293 tox,-3%[230 µM],x,u,4%,-21%,x,-4%,1%,-20%,-3%
SNCA viab count,7%[87.6 µM],4%,-13%[87.6 µM],2%,x,-9%[23.9 µM],1%,6%,-8%,-10%

41) Nc1ccsc1C(=O)N[C@@H]1COCC[C@@H]1OCc1cscn1
42) Cc1nc(C)c(C(=O)NCCc2noc(-c3ccncc3)n2)s1
43) CC(=O)N1CCC(CC(=O)N2CCCCCCN(C)C(=O)[C@@H]3CCC[C@@H]32)CC1
44) Cc1cccc(-n2nc(CC(N)=O)nc2-c2ccc(Cn3cccn3)o2)c1C
45) Cc1ccc(-c2nccn3cc(C(=O)NCC(C)C)nc23)cc1
46) Cc1ccc2nc(C(NC(=O)C3CCN(CC(N)=O)CC3)C(C)C)[nH]c2c1 (centres undefined)
47) COCCc1noc([C@@H]2CN(C3CCCCC3)C[C@H]2CO)n1
48) Cc1cccc(NC(=O)c2cc3n(n2)CC(c2ccc(Cl)cc2)OC3)c1 (centres undefined)

assay / compound,41,42,43,44,45,46,47,48
IP6K1 inhibitor,-4,5,1,5,25,-8,-11,-4
3T3 cytotox,-4%,u,-11%,-14%,u,-1%,-12%,u
GPT2 inhibitor,-2%,i,i,i,-13%,0%,i,-10%
SNCA expr inhib,-26%,6%,13%,-27%,-15%,-8%,5%,-20%
FLuc inh,-1%,-8%,1%,-1%,-2%,-16%,-17%,1%
HEK293 tox,4%,u,-4%,-9%,40µM*,0%,-7%,u
SNCA viab count,-12%,11%,-3%,-12%,-2%,-17%,-7%,6%

Entries listed so far containing an aryl methoxy group:
7) COc1ccc(Nc2nc3ccccc3nc2NS(=O)(=O)c2ccc(C)cc2)c(OC)c1
10) COc1ccccc1N1CCN(C(=O)CC[C@H]2NC(=O)c3ccccc3NC2=O)CC1
11) COc1ccccc1CNC(=O)c1cc(-c2ccccc2F)nc2c1cnn2C
21) COc1ccc(CN2C=C(C(=O)OCc3nc(Cc4cccc(C)c4)no3)C(C)=NS2(=O)=O)cc1
23) COC(=O)[C@H](Cc1ccc(OC)cc1)NC(=O)[C@H]1CN(C(=O)c2cccnc2)CCN1C(=O)NC(C)C
24) COc1ccc(NC(=O)[C@@H]2C[C@H](c3ccc(F)cc3)N(Cc3csc(C)n3)C2)cc1OC
26) COc1cccc(CNC(=O)c2nc3sccn3c2-c2cccc(OC)c2)c1

assay / compound,7,10,11,21,23,24,26
IP6K1 inhibitor,22,16,10,0,-14,-4,8
3T3 cytotox,x,i,25µM*,-33%,i,u,u
GPT2 inhibitor,x,i,x,-14%,u,4%,1%
SNCA expr inhib,1%,0%,x,6%,-4%,5%,19%
FLuc inh,x,6%,x,-9%,8%,4%,x
HEK293 tox,x,1%,u,-19%,-10%,u,u
SNCA viab count,7%,-1%,x,3%,2%,-12%,-7%
